Compound activity: PubChem, several laboratories
COUP-TFII inh – inhibitors of human COUP-TFII (NR2F2); HEK293T NGFI-A luciferase reporter, luminescence; inhibition, % at 8.6 µM; 0.7% of 370,000 active; AID 686940;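 active = inhibition above a per-plate cutoff, mean inhibition of test wells between control levels plus 3 SD, cut at about 38% in these data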;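 note: cells cotransfected with COUP-TFII expression vector driving the NGFI-A reporter; 0% = median of COUP-TF2 test wells and 100% = reporter-only cells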
TRAIL sens C8 – caspase-8 TRAIL sensitization. NB7+C8 cells + TRAIL, ATPlite viability luminescence. inhibition (viability loss, TRAIL sensitization), % at 10 µM. 1% of 360,000 active. AID 624354;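 active = compounds causing at least 50% loss of cell viability in the single-dose screen, relative to plate controls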
CF NFkB inh – inhibitors of cystic fibrosis induced NF-kB | AID 588850 | inhibition, % at 5 µM | KKLEB NF-kB-GFP reporter, PAF-induced, GFP fluorescence overnight | 0.86% of 360,000 active;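 active = at least 50% inhibition at 5 µM, scaled per plate between neutral and stimulator controls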;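 note: PAF is a Pseudomonas aeruginosa culture filtrate used as stimulus; plate controls were PAF-stimulated DMSO wells for no effect and unstimulated DMSO wells for full effect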
TROY NFkB inh – TROY signaling inhibition; AID 1347056; Q293 LMP1-TROYcd NF-kB luciferase reporter, 4 h; 0.98% of 360,000 active; inhibition, % at 10 µM;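 active = compounds whose plate-normalised and pattern-corrected inhibition of the luciferase reporter signal at the single screening dose is 50% or more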
NCOA1 inh – inhibits human SRC1 coactivator; Q15788; HEK293 GAL4-SRC1 luciferase reporter, luminescence; inhibition, % at 3.6 µM; 0.12% of 360,000 active;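 active = inhibition above the campaign mean plus 3 SD, with each screening campaign given its own cutoff, cut at about 60% in these data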;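 note: 0% = DMSO treated cells and 100% = gossypol at 36 µM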
SRC2 inh – human SRC2 (NCOA2) inhibition; 0.17% of 370,000 active; inhibition, % at 9 µM; Q15596; HEK293 GAL4-SRC2 luciferase reporter, luminescence;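 active = inhibition above the mean inhibition of all tested compounds plus 3 SD, set per campaign, cut at about 52% in these data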;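 note: 0% = DMSO treated cells and 100% = cells given Gossypol at 36 µM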
SRC3 inh – human NCOA3 inhibition; HEK293 GAL4-SRC3 luciferase reporter, luminescence; inhibition, % at 3.6 µM; 0.17% of 360,000 active;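 active = inhibition above a per-campaign cutoff, the mean of all compounds plus 3 SD, cut at about 60% in these data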;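 note: 0% = DMSO-treated cells and 100% = gossypol-treated cells at 36 µM; higher means less SRC3-driven luciferase light from the GAL4 reporter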
LMP1 NFkB inh – reduces LMP1-driven NF-kappaB luciferase signal; LMP1-induced NF-kappaB luciferase reporter cells, luminescence; inhibition, % at 12.5 µM; 0.69% of 350,000 active; AID 504558; in the data active = inhibition above about 41%;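 note: 0% = neutral control wells and 100% = reference inhibitor control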
LRH-1 inv ag – suppresses constitutive activity of human LRH-1 | inhibition, % at 3.6 µM | HEK293T StAR-luciferase reporter, LRH-1 transfected, 24 h | 0.13% of 360,000 active | O00482;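 active = inhibition above the mean inhibition of all tested compounds plus 3 SD, cut at about 73% in these data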;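 note: 0% = DMSO wells and 100% = reporter-only cells lacking LRH-1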
KKLEB tox – counter-screen for CF NF-kB inhibitors: cytotoxicity | 0.36% of 360,000 active | activity change (cytotoxicity), % at 5 µM | KKLEB CF airway cells viability, ATPlite luminescence, overnight; active compounds read low; cells stimulated with P. aeruginosa culture filtrate;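 active = corrected activity change at or below -50% at 5 µM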
TWEAK Fn14 block – blocks TWEAK-Fn14 interaction in a reporter cell assay; TWEAK-stimulated Fn14 reporter cells, luciferase luminescence, 8 h; inhibition, % at 10 µM; 2% of 360,000 active; AID 1159606; in the data active = inhibition above about 50%
Starred values were filed as active, the others as inactive; nt = not tested or not shown.

cpd	Compound	TWEAK Fn14 block	LRH-1 inv ag	SRC3 inh	SRC2 inh	LMP1 NFkB inh	COUP-TFII inh	NCOA1 inh	TROY NFkB inh	TRAIL sens C8	CF NFkB inh	KKLEB tox
1	CNc1ccc(S(=O)(=O)NCC(=O)OC(C)C(=O)N(C)Cc2ccccc2)cc1[N+](=O)[O-] (configuration not stated)	3.1	12.1	-7.3	-31.9	-3.4	4.3	-7.7	-2.0	-18.3	15.8	-19.7
2	COc1cccc(OCCOc2ccc(/C=C3/SC(=S)NC3=O)cc2)c1	14.1	0.8	-13.0	-10.6	8.5	6.5	-15.9	45.7	6.2	43.9	-21.2
3	COCCn1c(C)cc(C(=O)CSc2nc3nc(C)cc(C)n3n2)c1C	4.8	-8.1	-1.6	-11.6	1.1	13.9	16.1	6.8	-3.1	3.5	9.9
4	CCn1cc(S(=O)(=O)CC(=O)Nc2cc(C)on2)c2ccccc21	1.8	0.9	-10.1	1.4	-0.9	9.2	0.6	2.0	1.0	0.2	-5.6
5	O=C(CCCC(=O)OCC(=O)c1ccc(Cl)cc1)NC1CCCCC1	8.3	-17.9	7.2	22.8	-3.6	8.8	-28.7	-21.8	-2.8	-19.8	-10.8
6	O=c1[nH]nc(SCc2cc(Cl)ccc2Cl)c(=O)[nH]1	-11.3	-6.0	0.7	14.7	-6.1	5.6	4.0	7.0	4.5	-10.9	3.5
7	CCS(=O)(=O)N1CCCC(C(=O)N2CCc3ccccc3C2)C1 (configuration not stated)	-1.2	1.2	-14.6	-1.9	3.8	9.5	9.3	9.5	-0.8	-17.1	-2.1
8	COc1ccc(CC(=O)OCC(=O)Nc2ccc(Cl)cc2C)cc1	-0.2	-5.1	15.7	-45.2	3.5	-2.9	4.8	21.2	-8.1	-2.4	8.6
9	CCC(=O)NC(=S)Nc1cccc(NC(=O)c2ccccc2Cl)c1	-14.0	16.0	13.5	27.6	-3.4	-2.3	3.4	8.1	-3.4	11.9	-5.8
10	CC(=O)Nc1ccc(C(=S)NCc2ccco2)cc1	6.8	-46.8	-12.6	-15.5	-4.2	-1.8	-9.0	-6.8	4.4	-1.8	6.1
11	O=C(OCC(=O)N1c2ccccc2Sc2ccccc21)c1ccc[n+]([O-])c1	-8.8	7.1	10.2	-8.0	5.5	22.6	7.0	-1.7	-0.5	11.6	6.6
12	CCN(CC(=O)Nc1c(Cl)cccc1Cl)C(=O)C1CCN(c2ncnc3sc(C)c(C)c23)CC1	-15.4	19.7	9.5	-13.1	7.4	15.0	1.8	8.3	-12.0	25.0	-2.3
13	COc1ccc(Cl)cc1C(=O)NC1=NCCS1	-6.1	-11.1	-19.1	-25.6	1.1	24.6	-23.4	-26.2	-5.5	3.4	2.6
14	CNC(=S)N1CCC(NC(=O)C(Cc2ccc(OC)cc2)NC(C)=O)CC1 (configuration not stated)	-18.5	2.3	15.5	-24.9	4.4	-13.6	-18.9	5.7	-11.6	4.6	8.0
15	CC(C)NC(=O)NC(=O)COC(=O)C1(C)CC1(Cl)Cl (configuration not stated)	21.9	-5.7	5.7	9.5	-1.9	-9.8	2.9	-4.2	-1.7	-0.8	9.7
16	Cc1nccn1CCC(=O)NC1CCCc2c1cnn2-c1ccc(C(C)(C)C)cc1 (configuration not stated)	-1.0	9.6	3.1	-19.9	5.5	8.6	-5.1	1.8	6.9	-17.4	19.8
17	COC(=O)CCCC1=CC2=C(c3ccccc3)C(=O)C(C)(OC(=O)C3CCCC3)C(=O)C2=CN1Cc1ccc2c(c1)OCO2 (configuration not stated)	6.6	14.2	6.3	-25.6	-1.4	-15.6	-6.4	-0.3	2.9	-23.9	2.9
18	CCOc1ccccc1C(=O)NCc1ccco1	-6.9	-7.7	2.8	-30.5	-6.2	4.1	-2.1	8.8	11.2	3.6	3.1
19	CC(=O)N1CCN(c2ccc(NC(=O)c3cc(Cl)ccc3Cl)cc2)CC1	-19.5	-8.4	-10.7	-3.7	9.8	15.7	-37.5	10.7	21.8	14.7	-3.5
20	CC1Cc2nc(SCC(=O)NCC3CCCO3)n(-c3ccc(F)cc3)c(=O)c2S1 (configuration not stated)	16.5	9.9	11.5	-3.6	-13.1	6.2	5.3	-1.3	-9.3	-7.9	11.4
21	CCn1c2ccccc2c2cc(NC(=O)c3cc(OC)c(OC)c(OC)c3)ccc21	26.2	34.1	30.4	27.0	12.0	-73.5	8.7	-8.9	14.2	44.5	-44.8
22	COc1cccc(NC(=O)C(=O)c2cn(CC(=O)N3CCCC3)c3ccccc23)c1	-16.5	12.1	-19.5	-24.0	4.5	-33.9	-30.5	-21.8	12.9	-1.2	-13.8
23	FC(F)(F)c1ccc(-c2csc(-c3ccno3)n2)cc1	-16.8	-4.2	-3.9	-32.8	-21.7	-16.7	-29.3	-39.3	-7.0	-15.1	-21.9
24	COc1ccc2sc(N(CCCN(C)C)C(=O)c3ccc(C(=O)c4ccccc4)cc3)nc2c1	-3.2	9.3	11.4	-1.6	1.3	9.7	-2.2	-13.1	11.3	24.6	-1.6
25	CCOC(=O)C1CCN(CC(O)COCc2ccc3c(c2)OCO3)CC1 (configuration not stated)	14.9	-2.9	8.1	-0.9	-9.0	2.6	22.7	16.4	-7.7	4.5	-2.4
26	CCOC(=O)N1CCC(NC(=O)CCC(=O)N2CCOc3ccccc32)CC1	64.3*	0.7	4.3	-0.5	-1.2	-10.2	-0.5	nt	-3.4	1.5	-1.7
27	Cc1nc(Nc2ccc(C(=O)O)cc2)nc(Nc2ccc(C(=O)O)cc2)c1[N+](=O)[O-]	11.6	17.2	4.2	-20.1	-4.7	-0.3	3.9	-1.5	-3.3	6.7	1.5
28	O=C(NC(Nc1ccccn1)C(Cl)(Cl)Cl)c1ccccc1 (configuration not stated)	4.1	4.4	10.9	17.8	-2.7	-5.8	-12.8	-1.2	-8.0	16.6	-7.3
29	Oc1c(N=NC(=S)Nc2ccccc2F)c2ccccc2n1Cc1ccccc1F	13.1	10.7	9.5	-1.4	47.6*	2.7	1.1	17.9	18.9	25.4	-14.7
30	Cc1cc(C)n(Cc2ccccc2)c(=O)c1S(=O)(=O)c1ccccc1	-1.1	7.6	8.4	3.2	0.3	2.6	2.4	-15.3	-3.7	-7.2	7.6
31	Clc1ccc(-c2nnc(N3CCOCC3)o2)cc1	-6.9	-33.0	-34.5	-39.3	-19.5	-22.2	-25.1	-51.6	-23.6	9.3	-4.6
32	Cc1cccc(C)c1NC(=O)CNC(=O)CCC(=O)N1CCOCC1	6.4	7.4	3.8	-11.4	8.1	-2.8	-8.3	-5.5	-9.7	32.0	-6.8
33	Cc1ccc(C2=NOC(C)(c3nnc(-c4ccncc4)o3)C2)cc1 (configuration not stated)	0.4	1.7	-14.2	-5.6	7.2	11.4	-1.3	4.0	-16.1	-12.5	4.5
34	CC(=O)Nc1nc2c(ccc3ccccc32)s1	-20.9	-8.7	-15.7	-54.9	-16.2	-6.5	-32.8	-21.3	6.2	-37.1	25.2
35	N/C(Cc1cccs1)=N\OC(=O)COc1ccc(Br)cc1	-29.4	-6.3	5.6	-10.7	-25.8	5.4	-1.6	-61.1	-23.0	2.2	-2.5
36	CN(C)c1cccc(C(=O)OCC(=O)NC(=O)NCc2ccccc2)c1	-9.8	-9.5	0.8	4.0	0.1	22.6	-11.2	-9.7	-2.9	14.6	-6.3
37	O=C(COC(=O)/C=C/c1ccco1)NCCN1C(=O)CSC1=O	12.6	-0.6	12.1	-1.6	-8.4	-17.6	13.1	-7.6	-20.3	10.1	-0.3
38	CC(=O)N1c2ccc(S(=O)(=O)N3CCCCC3)cc2CC1C(=O)NCc1ccccc1C (configuration not stated)	23.5	5.9	10.1	11.4	-1.0	-3.9	-16.3	-9.1	-16.7	24.9	-13.9
39	Cc1ccccc1C(=O)NNC(=O)C1CC(=O)N(c2ccc3c(c2)OCCO3)C1 (configuration not stated)	8.2	-4.5	-23.1	-24.5	-4.7	-11.6	1.8	-14.2	2.7	8.5	-1.2
40	O=C(C[n+]1cc(Br)cc2ccccc21)c1ccccc1	2.2	12.1	-24.1	9.4	-2.0	9.3	-48.5	5.1	-2.1	-4.8	5.3
41	COc1ccc(NC(=O)CS(=O)CC(=O)Nc2ccc(NC(C)=O)cc2)cc1 (configuration not stated)	-18.8	-2.4	10.2	8.8	-0.5	-18.9	17.3	13.0	-16.3	-5.2	5.1
42	CCOC(=O)C1=C(C)NC(C)=C(C(=O)OCC)C1c1ccc(Br)o1	-14.8	7.9	11.0	19.1	6.1	5.5	-10.8	-36.8	-5.8	-18.0	7.1
43	Cc1ccccc1CSCC(=O)NNC(=S)NCC1CCCO1 (configuration not stated)	5.9	4.5	-11.7	10.7	-12.6	-17.9	-7.8	6.2	-1.9	-14.2	1.5
44	CC(C)(C)c1ccc(S(=O)(=O)NC(=O)C2(C)CCN2C(=O)Cc2cccc3ccccc23)cc1 (configuration not stated)	10.5	-23.5	-7.9	-8.7	nt	5.7	-5.9	7.3	1.2	7.2	-2.1
45	CCC(=O)N1CCN(c2ccc(NC(=O)c3ccc(N4CCOCC4)c([N+](=O)[O-])c3)cc2)CC1	-21.4	-10.8	-15.6	-28.9	0.7	10.5	-4.0	17.9	7.3	13.0	1.5
46	O=C(NNc1nc2c(F)cccc2s1)c1ccc(F)cc1	-4.8	12.1	6.2	0.2	-4.7	-12.1	-1.1	-10.3	2.0	16.1	3.0
47	Oc1ccccc1C=NC1CCCCC1N=Cc1ccccc1O (configuration not stated)	16.8	8.1	7.8	-6.1	3.3	-3.0	5.5	3.4	-4.3	12.1	2.3
48	O=C(COc1ccc(-n2ccnc2)cc1)Nc1cccc(Cl)c1	22.7	-7.9	16.1	24.4	-5.6	33.2	16.0	9.1	17.9	23.1	-8.8
49	COc1cccc(C(=O)Nc2ccccc2C(=O)NC2CC2)c1	-17.4	-20.2	-14.3	3.7	-23.0	6.5	-10.2	8.5	4.3	-18.3	2.1
50	O=C(NCc1ccc(F)cc1)c1cc(C2CCCN(C(=O)CCCc3ccccc3)C2)on1 (configuration not stated)	-4.1	20.0	5.2	14.1	nt	10.2	-2.3	4.9	-12.4	6.4	3.9
51	CC(C)(CNC(=O)c1cccc(S(=O)(=O)N2CCCCC2)c1)N1CCOCC1	-4.1	9.9	11.1	11.1	-7.0	27.4	-4.9	-10.4	-2.5	-37.7	2.7
52	CN(C(=O)COC(=O)CNC(=O)C1CCCCC1)c1ccccc1	-7.3	-8.0	-4.6	-16.9	1.7	-1.4	-2.0	-6.0	7.4	-3.9	-6.8
